N370S GC mod = qHTS Assay for Inhibitors and Activators of N370S glucocerebrosidase as a Potential Chaperone Treatment of Gaucher Disease | Lysosomal acid glucosylceramidase (Homo sapiens), P04062 | N370S GC spleen homogenate, 4MU-glucoside fluorescence | hit rate 0.092% among 330,000 | Potency, µM (highest dose often 59.4 µM), for inactives: at the top dose activity change, negative = inhibition, most hits filed as inhibitors;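 note: 0% = full enzyme activity and -100% = no enzyme basal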
FEN1 inh = qHTS Assay for the Inhibitors of Human Flap endonuclease 1 (FEN1); Potency, µM (highest dose often 114 µM), inactives show top-dose activity change, negative = inhibition, most hits filed as inhibitors; AID 588795, 2011; P39748; Recombinant FEN1 flap cleavage, fluorescence, 15 min; hit rate 0.35% among 390,000; note: nearly all actives have a fitted effect of over 65% in size
Target sequence (P39748 whole entry, looked up): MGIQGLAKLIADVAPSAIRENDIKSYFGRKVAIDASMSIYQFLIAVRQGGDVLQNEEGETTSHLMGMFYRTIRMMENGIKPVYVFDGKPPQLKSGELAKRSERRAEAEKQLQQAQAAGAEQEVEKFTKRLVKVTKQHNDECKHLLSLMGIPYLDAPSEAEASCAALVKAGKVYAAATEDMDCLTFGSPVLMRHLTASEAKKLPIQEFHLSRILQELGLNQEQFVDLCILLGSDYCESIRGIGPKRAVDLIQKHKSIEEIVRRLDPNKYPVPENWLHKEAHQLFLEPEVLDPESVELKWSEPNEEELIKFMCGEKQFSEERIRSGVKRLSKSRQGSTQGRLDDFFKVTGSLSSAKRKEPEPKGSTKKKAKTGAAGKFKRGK
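Reaction started by adding substrate (50 nM final) to 10 nM enzyme after 15 min room-temperature compound preincubation. Reads at 0 and 15 min, with data normalized and fitted to a four-parameter Hill equation.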
DT40 TDP1 CPT = qHTS for Inhibitors of human tyrosyl-DNA phosphodiesterase 1 (TDP1): qHTS in cells in presence of CPT; chicken DT40 Tdp1-/-;hTDP1 cells + 20 nM CPT, ATP luminescence, 48 h; Potency, µM (top dose mostly 46.2 µM), inactives show at the highest dose activity change, negative = growth inhibition, most hits filed as inhibitors; hit rate 12% among 420,000; note: nearly all actives have a fitted effect of over 55% in size
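Chicken DT40 Tdp1-/- cells stably complemented with human TDP1 were seeded at 400 cells/well in medium containing 20 nM camptothecin, exposed to pin-transferred compounds, and grown at 37 °C for at least 48 hr. Viability was read as ATP luminescence.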
* marks the source's active call; other numbers are inactive results; ? = inconclusive; nt = no result given; [ ] = remark or other dose. Calls come from the whole dose curve; as a rule, active = well fitted curve in the direction sought with a large enough effect; inconclusive = small, poorly fitted or top-dose-only effect, or another doubt; inactive = no such curve, though single readings can be large; an effect the other way counts as inactive or inconclusive. Unless noted, % is set by controls: 0 for no effect and ±100 for the full control effect; potency is the fitted concentration of half-maximal effect. This is a subset (hit frequency here may not be typical).

SMILES	N370S GC mod	FEN1 inh	DT40 TDP1 CPT
CN(Cc1ccccc1)C(=O)c1ccc2c(c1)NC(=O)C(N1CCOCC1)S2 (stereo unspecified)	7%	-17%	?
O=C(NCc1ccc2c(c1)OCO2)c1nc(Cn2cc(Br)cn2)no1	1%	9%	1%
Cc1ccc(C(c2nnnn2C2CCCCC2)N(C)C2CCCCC2)cc1 (stereo unspecified)	2%	-13%	23µM*
CCOc1ccccc1CNC(=O)CCn1ccc2cc(S(=O)(=O)N3CCCCC3)ccc21	3%	?	16µM*
Cc1ccc(C(=O)OCC(=O)NCc2ccccc2)cc1S(=O)(=O)N1CCCCC1	nt	8%	15µM*
O=C1C=C(c2ccc(F)c(Cl)c2)C[C@@H](c2ccc(F)cc2)C1	nt	-24%	?
O=C(NCCN1CCOCC1)c1cc([N+](=O)[O-])ccc1Cl	-5%	0%	7%
O=C(CNC(=O)c1ccc(Br)o1)NCC1COc2ccccc2O1 (stereo unspecified)	nt	-22%	-20%
O=C(CSc1nnc(-c2cccnc2)n1-c1ccccc1)Nc1ccc2c(c1)OCO2	3%	-2%	-7%
Cc1ccc(C)c(Nc2ccc3nonc3c2[N+](=O)[O-])c1	-6%	1%	3%
CC(=O)N1CCN(C(=O)CSc2ncnc3sc(C)c(C)c23)CC1	nt	-1%	-3%
COc1cc2nc(N3CCN(C)CC3)nc(NC3CCN(Cc4ccccc4)CC3)c2cc1OC	nt	?	11µM*
O=C(O)COc1ccc(/C=N/NC(=O)/C(=C/C=C/c2ccccc2)NC(=O)c2ccccc2)cc1	-1%	9%	-8%
CC(C)(C)NC(=O)Cn1nnc(-c2ccc(Cl)cc2)n1	1%[2.35 µM]	-9%	3%
O=C(OCc1ccccc1)C1=NNC2C(=O)N(Cc3ccccc3)C(=O)C12 (stereo unspecified)	10%	-9%	0%
COC(CNC(=O)C(=O)Nc1cc2c3c(c1)CCN3C(=O)CC2)OC	-4%	21%	-4%
O=C(CS(=O)(=O)Cc1ccccc1)NCC1CCCO1 (stereo unspecified)	3%	-6%	-23%
CCN(Cc1ccccc1)C(=S)Nc1cc(C(=O)OC)ccc1C(=O)OC	26%	-2%	-22%
CCC(C)(C)n1nnnc1C(c1ccc(C)cc1)N1CCN(C(=O)c2ccco2)CC1 (stereo unspecified)	-3%	3%	?
O=[N+]([O-])c1cccc(C2=NCCC(c3ccccc3)O2)c1 (stereo unspecified)	-16%	4%	-6%
O=C(COC(=O)c1cc[n+]([O-])cc1)Nc1ccc([N+](=O)[O-])cc1C(F)(F)F	-22%	5%	0%
COc1cccc(NC(=O)CN(C)C(=O)Cc2ccc3c(c2)CCC3)c1	nt	6%	-29%
CSc1nc(N2CCOCC2)c2c(c1C#N)CCCCC2	6%	-19%	-9%
O=C(O)CCCn1ccc2cc(S(=O)(=O)N3CCCC3)ccc21	-4%	9%	-14%
NC(=O)CC(NC(=O)Cc1cccc2ccccc12)c1ccc(NCCN2CCCC2)c([N+](=O)[O-])c1 (stereo unspecified)	-3%	13%	-10%

A section from the list above, as a working copy:
SMILES	N370S GC mod	FEN1 inh	DT40 TDP1 CPT
O=C(O)CCCn1ccc2cc(S(=O)(=O)N3CCCC3)ccc21	-4%	9%	-14%
NC(=O)CC(NC(=O)Cc1cccc2ccccc12)c1ccc(NCCN2CCCC2)c([N+](=O)[O-])c1 (stereo unspecified)	-3%	13%	-10%

New compounds follow.
SMILES	N370S GC mod	FEN1 inh	DT40 TDP1 CPT
O=C(CC1CCCC1)N1CCN(S(=O)(=O)c2cccc(F)c2)CC1	nt	10%	-30%
COc1ccc(Cn2c(=N)c(C(=O)NCC3CCCO3)cc3c(=O)n4ccccc4nc32)cc1 (stereo unspecified)	-4%	-3%	?
Cc1ccc(C2=CC(c3ccccc3)n3ncnc3N2)c(C)c1 (stereo unspecified)	nt	-11%	?
NC(=O)C[n+]1cccc(/C=N/O)c1	-7%	0%	3%
COc1ccc(NC(=O)CCCNS(=O)(=O)c2cccs2)cc1	5%	-11%	5%
O=C(c1ccco1)N1CCN(CCOc2ccccc2)CC1	-4%	4%	-1%
COC(=O)c1c(C(=O)c2ccc(Br)cc2)n(C)c2ccccc12	nt	-11%	?
Cc1ccc(C)c(S(=O)(=O)N2CCN(C(=O)CN3C(=O)NC(C)(C)C3=O)CC2)c1	nt	-1%	3%
COc1ccc(-c2ccc(SCC(=O)N3c4ccccc4CC3C)nn2)cc1OC (stereo unspecified)	-10%	-16%	?
COc1cccc(OC)c1NC(=O)C1CCCN1C(=O)Nc1ccccc1F (stereo unspecified)	-1%	2%	10%
Cc1ccc(CNC(=O)c2ccccc2NS(=O)(=O)c2ccc(Cl)nc2)cc1	3%	5%	-23%
COc1ccc(NC(=O)CSc2nnc(CN3CCOCC3)n2C)cc1Cl	nt	-7%	-8%
COc1ccc(C(=O)NCC(c2cccs2)N2CCc3ccccc32)cc1OC (stereo unspecified)	-4%	-8%	?
COc1ccc(C)cc1Nc1n[n+](-c2ccccc2)c(-c2ccc(SC)cc2)s1	1%	-17%	18µM*
CC1Cc2cc(S(=O)(=O)CCC(=O)N3CCN(c4ccccc4)CC3)ccc2N1C(=O)C1CC1 (stereo unspecified)	-3%	-7%	?
Cc1ccccc1-c1ccc2ncnc(NCc3cccs3)c2c1	-5%	nt	?
CCOC(=O)c1cnc2cc(C(F)(F)F)ccc2c1Nc1cc(C)ccc1OC	nt	-2%	-3%
CCc1c(C#N)c(SCCC(=O)Nc2ccc(OC)cc2)nc2c1C(=O)CC(C)(C)C2	19%	-9%	-24%
O=C(COc1ccc(Br)cc1)Nc1ccc(Cc2ccncc2)cc1	8%	-14%	2%
CC(C)c1c(C(=O)N/N=C/c2cccc(OCc3ccc(F)cc3)c2)nnn1-c1nonc1N	-23%	-23%	?
O=C(CN(c1cccc(Br)c1)S(=O)(=O)c1ccccc1)N1CCc2ccccc2C1	nt	0%	15µM*
Cc1ccnc2nc(C(=O)OCC(=O)c3c[nH]c4ccccc34)nn12	-2%	?	-4%
COc1ncc2nc(-c3ccccc3)c(=O)n(CCc3ccccc3)c2n1	25%	nt	1%
O=c1c2sc3ccccc3c2n(Cc2cccc(C(F)(F)F)c2)c(=O)n1Cc1ccccc1	nt	1%	?
CC1CCCCN1C(=O)c1cccc(NC2=C(Cl)C(=O)N(Cc3ccccc3)C2=O)c1 (stereo unspecified)	nt	-24%	?
(cont.)
SMILES	N370S GC mod	FEN1 inh	DT40 TDP1 CPT
CC(=O)c1ccc(NC(=O)C(C)Sc2nnc(-c3ccncc3)n2C2CC2)cc1 (stereo unspecified)	nt	-4%	7%
COc1ccc(NC(=O)C(NC(=O)/C=C\c2ccc3c(c2)OCO3)c2ccc(OC)cc2)cc1 (stereo unspecified)	nt	0%	-1%
COC(=O)c1c(NC(=O)CN2C(=O)NC3(CCC(C(C)(C)C)CC3)C2=O)sc2c1CCCCC2 (stereo unspecified)	28%	14%	-29%
CC1CCCC(C)N1C(=O)CSc1nnc(-c2c[nH]c3ccccc23)o1 (stereo unspecified)	9%	-14%	?
Cc1ccc(-c2cc(C(F)(F)F)n3ncc(C(=O)N4CCCCC4c4cccnc4)c3n2)cc1 (stereo unspecified)	5%	7%	?
COc1ccc(N2CCN(CC(O)COc3cc(C)cc(C)c3)CC2)cc1 (stereo unspecified)	-29%	8%	?
O=[N+]([O-])c1cccc(Oc2ncccc2[N+](=O)[O-])c1	nt	7%	0%
O=c1nc2scc(-c3ccccc3)n2c2ccccc12	2%	-1%	-21%
CCOc1ccc(N/C=C/C(=O)c2ccc3ccccc3c2)c([N+](=O)[O-])c1	4%	-8%	-27%
COc1cccc(CN(C)CC(=O)NC(=O)NCc2ccco2)c1	3%	-14%	-12%
Cc1ccc([C@@H]2CC=C(C(=O)O)[C@H](c3ccc(C(C)(C)C)cc3)N2S(=O)(=O)c2ccc(C)cc2)cc1	nt	-8%	?
CC(=O)NCCn1c(SCC(=O)NCc2ccco2)nc2ccccc2c1=O	6%	-5%	-2%
COc1ccc(S(=O)(=O)Nc2cccc(-c3ccc(N4CCCCC4)nn3)c2)cc1F	nt	-1%	?
Cc1ccc(NC(=O)CSc2nncn3c2cc2sccc23)cc1F	nt	-12%	-1%
CC(C)NC(=O)c1ccc(CNC(=O)OCC(F)(F)F)cc1	18%	0%	2%
CC1CCN(Cc2c(C(=O)N3CCc4ccccc4C3)nc3ccc(Cl)cn23)CC1	0%	7%	21µM*
O=C(CCNC(=O)c1ccc(Cl)cc1)Nc1ccccc1N1CCCC1	-2%	-4%	-15%
COc1ccc(OCC(=O)N2CCN(C(=O)COc3ccccc3)CC2)cc1	3%	0%	-7%
CC1CCCCC1NC(=O)CN1C(=O)NC(Cc2ccccc2)(Cc2ccccc2)C1=O (stereo unspecified)	15%	20%	?
CCN(CC)C(=O)CSC1=Nc2ccccc2C2=NC(Cc3c[nH]c4ccccc34)C(=O)N12 (stereo unspecified)	0%	1%	9%
C[C@H](CO)N1C[C@H](C)[C@@H](CN(C)CC2CC2)Oc2c(NC(=O)C3CC3)cccc2C1=O	nt	-9%	?
COc1ccc(S(=O)(=O)Nc2ccccc2C(=O)N2CCOCC2)cc1C	-10%	7%	-3%
CC(C)c1nc2oc3c(N(C)CCO)ncnc3c2c2c1CCC2	-4%	0%	?
Cc1ccc(C(C)C)cc1S(=O)(=O)NCc1cccnc1	6%	-3%	-20%
CCCOC(=O)NC1CCS(=O)(=O)C1 (stereo unspecified)	1%	-2%	4%

Some entries already given with just N370S GC mod:
Structure,N370S GC mod
CC(C)c1nc2oc3c(N(C)CCO)ncnc3c2c2c1CCC2,-4%
COc1ccc(S(=O)(=O)Nc2ccccc2C(=O)N2CCOCC2)cc1C,-10%
CC(=O)NCCn1c(SCC(=O)NCc2ccco2)nc2ccccc2c1=O,6%
O=C(NCc1ccc2c(c1)OCO2)c1nc(Cn2cc(Br)cn2)no1,1%
CC1CCCC(C)N1C(=O)CSc1nnc(-c2c[nH]c3ccccc23)o1 (stereo unspecified),9%

Next structures.
SMILES	N370S GC mod	FEN1 inh	DT40 TDP1 CPT
CCCCCCNC(=O)CNC(=S)N(Cc1cccs1)C1CCCCC1	4%	-3%	?
COc1ccc(N2CC(NC(=O)C3CCCC3)CC2=O)cc1OC (stereo unspecified)	nt	20%	-13%
Cc1ccc(N(CC(=O)NCC(O)c2ccccc2)S(=O)(=O)c2ccc(C)cc2)cc1 (stereo unspecified)	-6%	-13%	-1%
CCn1c2ccccc2c2nn(C)c(=N)nc21	-1%	-6%	15µM*
O=C(OCCN1C(=O)c2cccc3c(N4CCOCC4)ccc(c23)C1=O)c1ccc(Cl)cc1Cl	6%	-14%	3.7µM*
CC(=O)c1cc2c(cc1NC(=O)CN1CCCCC1C)OCO2 (stereo unspecified)	-4%	-3%	-17%
Cc1c(NC(=O)c2ccc3ncccc3c2)c(=O)n(-c2ccccc2)n1C	0%	1%	5%
CCOC(=O)N1CCC(NC(=O)CS(=O)(=O)Cc2nc(-c3ccc(OC)cc3)oc2C)CC1	22%	0%	?
Cc1cc(C)cc(N(CCC#N)C(=O)COC(=O)Cn2[nH]c(=O)c3ccccc3c2=O)c1	nt	-1%	-3%
Cc1ccc(Nc2ccc([N+](=O)[O-])nc2[N+](=O)[O-])cc1	-17%	-4%	?
Cc1cc(-c2n[nH]c(=S)n2-c2ccccc2)nn1C	-1%	3%	-19%
Cc1ccc2nc(SC(C(=O)c3ccccc3)c3ccccc3)nc(C)c2c1 (stereo unspecified)	11%	12%	?
Nc1ccc(C(=O)c2cccs2)cc1	-22%	-8%	2%
CCCCN1C(=O)C(O)=C(C(C)=O)C1c1ccccc1 (stereo unspecified)	-3%	1%	-4%
O=C(CSCc1ccc(Cl)cc1)Nc1cc([N+](=O)[O-])ccc1O	-7%	15%	?
CN1C(=O)CSc2ccc(NC(=O)N3CCOCC3)cc21	-1%	-2%	-17%
O=C1C(Cl)=C(N2CCCCC2)C(=O)C(Cl)=C1c1cnc(N2CCCCC2)s1	-3%	-2%	0.92µM*
O=C(NCCCn1ccnc1)c1ccc(F)cc1	-1%	3%	-2%
Cc1cccc(OCCCC(=O)N2CCCc3ccccc32)c1C	10%	7%	?
Cc1cc(OC(C)C(=O)Nc2cccc(-c3nc4ccccc4o3)c2)cc(C)c1Cl (stereo unspecified)	nt	4%	?
CCC(C)C1NC(=S)N(Cc2ccccc2)C1=O (stereo unspecified)	6%	1%	-3%
COc1cc(/C=N/N2CCOCC2)ccc1OCc1ccc(Cl)cc1	15%	0%	-2%

Structures above containing a tert-butyl group, in the order listed:
SMILES	N370S GC mod	FEN1 inh	DT40 TDP1 CPT
CC(C)(C)NC(=O)Cn1nnc(-c2ccc(Cl)cc2)n1	1%[2.35 µM]	-9%	3%
COC(=O)c1c(NC(=O)CN2C(=O)NC3(CCC(C(C)(C)C)CC3)C2=O)sc2c1CCCCC2 (stereo unspecified)	28%	14%	-29%
Cc1ccc([C@@H]2CC=C(C(=O)O)[C@H](c3ccc(C(C)(C)C)cc3)N2S(=O)(=O)c2ccc(C)cc2)cc1	nt	-8%	?

High-throughput results deposited in PubChem BioAssay by National Center for Advancing Translational Sciences (NCATS).
